Compound activity from PubChem.
BLM helicase inh: qHTS Assay for Inhibitors of Bloom's syndrome helicase (BLM). recombinant BLM DNA unwinding, fluorescence dequenching. Potency, µM (titrated, usually from 56.1 µM), without a hit: at the highest dose activity change, negative = inhibition, usual class: inhibitors. actives 0.2% (n = 350,000). AID 2528, 2010;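 also: potency is read from the fitted curve at half-maximal effect; plate controls were vehicle for no effect and no enzyme for full effect; nearly all actives have a fitted effect of over 35% in size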
Apoferritin bind: qHTS Assay for Identification of Novel General Anesthetics; Ferritin light chain (Equus caballus), P02791; apoferritin/1-aminoanthracene competitive binding, fluorescence; Potency, µM (doses to about 77.5 µM), for the others: at the highest dose activity change, negative = displacement, most hits filed as inhibitors; actives 0.074% (n = 350,000); also: potency is read from the fitted curve at half-maximal effect; % is scaled to controls: 0 for no effect and ±100 for the full control effect; nearly all actives have a fitted effect of over 20% in size
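Apoferritin-based anesthetic binding model; compound displacement of fluorescent 1-AMA measured as endpoint fluorescence after 10 minutes at room temperature, scaled to free-ligand and complex controls.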
RXFP1 antagonist: qHTS Assay for Antagonists of the Relaxin Receptor RXFP1 | actives 0.59% (n = 350,000) | Relaxin receptor 1 (Homo sapiens), Q9HBX9 | AID 1259400, 2018 | activity change, negative = inhibition, % at 57.5 µM | HEK293-RXFP1, relaxin-stimulated cAMP HTRF, 30 min; hits give low values;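 active = activity change of -60% or lower, but not beyond a set lower limit; inconclusive = change between -60% and -40%, or beyond the set limit; inactive = change above -40%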; also: % is scaled to controls: 0 for no effect and ±100 for the full control effect
Target sequence (Q9HBX9 whole entry, looked up): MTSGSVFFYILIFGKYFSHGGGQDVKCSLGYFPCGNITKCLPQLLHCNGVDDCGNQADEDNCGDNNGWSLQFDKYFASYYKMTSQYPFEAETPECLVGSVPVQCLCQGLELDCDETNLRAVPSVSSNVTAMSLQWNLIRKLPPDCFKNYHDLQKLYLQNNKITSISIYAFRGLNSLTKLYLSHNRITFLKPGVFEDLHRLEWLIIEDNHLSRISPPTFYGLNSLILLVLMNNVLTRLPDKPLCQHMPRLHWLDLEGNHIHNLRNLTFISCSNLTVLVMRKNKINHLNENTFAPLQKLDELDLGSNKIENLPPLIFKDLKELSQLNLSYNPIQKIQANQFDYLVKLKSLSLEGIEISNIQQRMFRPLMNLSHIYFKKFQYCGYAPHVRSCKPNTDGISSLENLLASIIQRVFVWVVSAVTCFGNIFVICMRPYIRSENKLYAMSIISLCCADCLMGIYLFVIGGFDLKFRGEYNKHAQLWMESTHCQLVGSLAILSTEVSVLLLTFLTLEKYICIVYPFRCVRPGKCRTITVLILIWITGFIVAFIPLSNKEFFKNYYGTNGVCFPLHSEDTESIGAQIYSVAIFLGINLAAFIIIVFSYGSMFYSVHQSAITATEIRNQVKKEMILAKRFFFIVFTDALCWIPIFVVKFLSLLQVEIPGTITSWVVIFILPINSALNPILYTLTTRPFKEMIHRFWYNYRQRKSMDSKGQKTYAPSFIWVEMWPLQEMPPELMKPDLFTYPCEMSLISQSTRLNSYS
POLI inh: qHTS for Inhibitors of Polymerase Iota | Potency, µM (titrated, usually from 115 µM), without a hit: at the highest dose activity, negative = inhibition, usual class: inhibitors | DNA polymerase iota (Homo sapiens), Q9UNA4 | Pol iota fluorescent replication assay, 10 min | actives 1% (n = 390,000); also: potency is read from the fitted curve at half-maximal effect
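Fluorescent replication assay read twice, at 0 min and 10 min after adding 50 nM (final) substrate. Enzyme (10 nM) and compounds were first incubated 15 min at room temperature; enzyme-free buffer wells were negative controls.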
POLB inh: qHTS Assay for Inhibitors of DNA Polymerase Beta; P06746; Pol beta primer extension/strand displacement, fluorescence kinetic; Potency, µM (titrated, usually from 114 µM), for the others: top-dose activity change, negative = inhibition, most hits filed as inhibitors; actives 1.3% (n = 340,000); also: potency is read from the fitted curve at half-maximal effect; % is scaled to controls: 0 for no effect and ±100 for the full control effect
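Kinetic readout of DNA synthesis with strand displacement by Pol beta. Compound and 10 nM enzyme sit 15 min at room temperature; 50 nM substrate starts the reaction, read immediately and at 10 min.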
Tb PGK inh: qHTS Assay to Find Inhibitors of Phosphoglycerate Kinase; PGK/GAPDH coupled, Kinase-Glo luminescence, 60 min; Potency, µM (top dose mostly 57.5 µM), inactives show top-dose activity change, negative = inhibition, usual class: inhibitors; actives 0.043% (n = 380,000); also: potency is read from the fitted curve at half-maximal effect; % is scaled to controls: 0 for no effect and ±100 for the full control effect; nearly all actives have a fitted effect of over 60% in size
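Recombinant glycosomal PGK reaction used 1,3-bisphosphoglycerate generated in-well by GAPDH (100nM final) in 100mM TEA pH 7.6, 5mM MgCl2, 0.01% Tween-20. After 60 minutes at room temperature, ATP was read by Kinase-Glo Plus luminescence end-point.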
APE1 inh: qHTS Assay for Inhibitors of the Human Apurinic/apyrimidinic Endonuclease 1 (APE1) | DNA repair nuclease/redox regulator APEX1 (Homo sapiens), P27695 | recombinant APE1, TAMRA/BHQ-2 abasic DNA cleavage fluorescence | Potency, µM (highest dose often 65.8 µM), for the others: at the top dose activity change, negative = inhibition, actives largely listed as inhibitors | actives 0.35% (n = 350,000) | AID 2517, 2012;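 also: potency is read from the fitted curve at half-maximal effect; plate controls were vehicle for no effect and reference inhibitor for full effect; nearly all actives have a fitted effect of over 55% in size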
Target sequence (P27695 whole entry, looked up): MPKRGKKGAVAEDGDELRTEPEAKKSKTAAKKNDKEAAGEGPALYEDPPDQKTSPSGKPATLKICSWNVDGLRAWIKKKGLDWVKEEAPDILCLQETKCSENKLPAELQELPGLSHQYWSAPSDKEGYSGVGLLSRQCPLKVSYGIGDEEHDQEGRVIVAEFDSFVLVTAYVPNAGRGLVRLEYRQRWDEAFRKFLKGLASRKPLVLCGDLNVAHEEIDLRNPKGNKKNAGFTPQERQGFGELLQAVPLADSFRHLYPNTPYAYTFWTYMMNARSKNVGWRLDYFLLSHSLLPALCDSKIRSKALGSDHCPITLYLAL
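Compound pre-exposure to 0.75 nM APE1, 15 min at ambient temperature. Reaction initiated with 50 nM TAMRA/BHQ-2 THF substrate, read immediately in kinetic mode, 525 nm excitation, 598 nm emission.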
Pol kappa inh: qHTS for Inhibitors of Polymerase Kappa; actives 0.53% (n = 400,000); Potency, µM (series often up to 107 µM), inactives show at the highest dose activity, negative = inhibition, actives largely listed as inhibitors; purified Pol kappa, fluorescent DNA synthesis assay, 10 min; AID 588579, 2011; DNA polymerase kappa (Homo sapiens), Q9UBT6; also: potency is read from the fitted curve at half-maximal effect; % is scaled to controls: 0 for no effect and ±100 for the full control effect
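Readout: fluorescence, taken kinetically at 0 and 10 min. Conditions: 10 nM Pol kappa, 15 min RT compound preincubation, 50 nM substrate final. Controls: enzyme-free buffer wells.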
POLH inh: qHTS for Inhibitors of Polymerase Eta; DNA polymerase eta (Homo sapiens), Q9Y253; recombinant Pol eta, fluorescent DNA replication assay; Potency, µM (highest dose often 114 µM), for inactives: top-dose activity change, negative = inhibition, hits mostly inhibitors; actives 1.2% (n = 390,000); also: potency is read from the fitted curve at half-maximal effect; % is scaled to controls: 0 for no effect and ±100 for the full control effect
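Pol eta (10 nM) was preincubated with compounds for 15 min at room temperature, after which fluorescent replication substrate (50 nM final) was added to start the reaction. Fluorescence was read kinetically at 0 and 10 min.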
* = called active by the depositor; i = inactive; ? = inconclusive; nt = not tested or not shown; [ ] = another dose, or the depositor's remark. Unless noted, calls follow the shape of the dose curve; as a rule, active = well fitted curve in the direction sought with a large enough effect; inconclusive = small, poorly fitted or top-dose-only effect, or another doubt; inactive = no such curve, though single readings can be large; an effect the other way counts as inactive or inconclusive.

POLH inh	BLM helicase inh	Apoferritin bind	Compound	Tb PGK inh	POLB inh	Pol kappa inh	APE1 inh	RXFP1 antagonist	POLI inh
-17%	3%	-10%	COc1ccc(S(=O)(=O)N/N=C\c2ccc([N+](=O)[O-])o2)c(OC)c1	-8%	28%	-9%	22%	-24	-3%
11%	-2%	?	CC1CCC(NC(=O)c2ccc(CS(=O)(=O)Cc3ccccc3F)o2)CC1 (stereo not given)	-7%	12%	-2%	3%	1	5%
-9%	2%	-8%	O=C(CCN1C(=O)c2ccncc2C1=O)NCc1ccc(Cl)cc1	3%	28%	-8%	3%	14	6%
-1%	0%	-11%	CCc1ccc(-n2nnnc2SCC(=O)Nc2ccc(NC(C)=O)cc2)cc1	-8%	3%	1%	-2%	13	9%
-15%	-2%	-18%	CCN(CC)CCNC(=O)c1ccc(NC(=O)Cc2cccc3ccccc23)cc1	-11%	-9%	5%	-9%	-1	37%[activator]
-14%	nt	nt	COc1cc(C(=O)NNC(=O)c2cc(=O)[nH]c3ccccc23)cc(OC)c1OC	0%	nt	-1%	9%	2	114%[activator]
-10%	-5%	7%	COc1ccccc1N1CCN(C2CCCN(C(=O)c3ccoc3)C2)CC1 (stereo not given)	-5%	2%	4%	-7%	12	9%
-25%	-13%	?	Cc1cccc(Oc2cc(NC(=O)Cn3cnc([N+](=O)[O-])n3)cc([N+](=O)[O-])c2)c1	i	-28%	-2%	8%	-37	-12%
-23%	-11%	82%[activator]	CCOc1ccc(N(CC(=O)Nc2ccccc2OC)S(=O)(=O)c2ccccc2)cc1	1%	1%	-1%	-12%	2	24%
-8%	nt	nt	COc1ccccc1CNC(=O)COC(=O)C1CCN(S(=O)(=O)c2ccccc2)CC1	-6%	nt	-18%	9%	3	25%

An excerpt from above in order of SMILES length, highest first:
POLH inh	BLM helicase inh	Apoferritin bind	Compound	Tb PGK inh	POLB inh	Pol kappa inh	APE1 inh	RXFP1 antagonist	POLI inh
-25%	-13%	?	Cc1cccc(Oc2cc(NC(=O)Cn3cnc([N+](=O)[O-])n3)cc([N+](=O)[O-])c2)c1	i	-28%	-2%	8%	-37	-12%
-17%	3%	-10%	COc1ccc(S(=O)(=O)N/N=C\c2ccc([N+](=O)[O-])o2)c(OC)c1	-8%	28%	-9%	22%	-24	-3%
-8%	nt	nt	COc1ccccc1CNC(=O)COC(=O)C1CCN(S(=O)(=O)c2ccccc2)CC1	-6%	nt	-18%	9%	3	25%
-9%	2%	-8%	O=C(CCN1C(=O)c2ccncc2C1=O)NCc1ccc(Cl)cc1	3%	28%	-8%	3%	14	6%

Going on with the list:
POLH inh	BLM helicase inh	Apoferritin bind	Compound	Tb PGK inh	POLB inh	Pol kappa inh	APE1 inh	RXFP1 antagonist	POLI inh
-18%	-5%	-10%	COc1ccc(CC(=O)N2CCN(c3cccc(C)c3C)CC2)cc1	-4%	0%	-2%	4%	0	38%
-1%	nt	nt	COc1cc(=O)oc(CCC(C)O)c1C (stereo not given)	0%	nt	-19%	7%	nt	-3%
-6%	1%	-15%	Cc1c(NS(=O)(=O)c2ccc3c(c2)NC(=O)CC(=O)N3)cccc1[N+](=O)[O-]	-7%	?	0%	18%	3	10%
?	nt	nt	CC(=O)Nc1ccc2c(c1)N(S(=O)(=O)c1cccs1)CCC2	-3%	nt	-2%	8%	2	28%
-17%	-2%	1%	O=C1CCCN1CCCNC(=S)Nc1ccc(F)cc1	i	18%	-12%	2%	26	2%
-10%	-5%	42%[activator]	Cc1ccc(Oc2coc3cc(O)ccc3c2=O)cc1	-4%	-17%	-8%[60.1 µM]	58%[activator]	6	5%
-15%	-1%	-12%	C#CCOC(=O)Nc1cnccc1C(F)(F)F	-6%	15%	-2%	6%	-1	51%[activator]
-28%	-4%	?	COCCNC(=O)CSc1nc(-c2cc(OC)c(OC)c(OC)c2)[nH]c1-c1ccc(Cl)cc1	-11%	?	-10%	nt	-34	-12%
-6%	0%	-6%	C(=N\c1nc2ccccc2[nH]1)/c1cccs1	-16%	17%	0%	-9%	5	2%[58.9 µM]
-7%	6%	7%	COC(=O)c1[nH]c(C)c(/C(O)=C2\C(=O)C(=O)N(CCN(C)C)C2c2cccc(OC)c2OC)c1C (stereo not given)	i	30%	-1%	12%	15	-1%[58.9 µM]
-9%	-2%	-8%	COc1ccc(NC(=O)CC2C(=O)N(c3cccc(C)c3)C(=O)N2Cc2cccnc2)cc1 (stereo not given)	-1%	25%	7%	nt	-2	24%
nt	-4%	-2%	CCOc1ccc(C2C(C(=O)c3ccco3)=C(O)C(=O)N2CCN(C)C)cc1 (stereo not given)	nt	15%	nt	-1%	nt	nt
17%	-3%	-9%	CCN(CC)c1ccc(NC(=O)c2cccn2-c2nnc(N3CCCCC3)s2)c(C)c1	-7%	-23%	-9%	nt	-60*	?
-11%	1%	?	Cc1cc(C)cc(NC(=S)NCCN(C2CCCCC2)C2CCCC2)c1	-2%	-23%	-16%	-3%	-5	-17%
-10%	-5%	-13%	CSc1nc(-c2ccc(Cl)cc2)nc(N)c1C#N	-6%	1%	-14%	-3%	-9	38%[activator]
0%	-9%	3%	CCCn1cnc2sc(CC)cc2c1=O	-1%	56%	-1%	17%	-4	19%
-4%	0%	-4%	CCOC(=O)C1C(=O)CC(C)(O)C(C(=O)OCC)C1c1ccco1 (stereo not given)	6%	15%	-5%	-2%	5	2%
-15%	-1%	2%	O=C1NCCN/C1=C\C(=O)c1ccc(Cl)cc1	i	3%	-4%	4%	2	167%[activator]
-24%	nt	nt	C=CCOC(=O)C(C(=O)Cc1ccccc1)c1ccccc1 (stereo not given)	4%	nt	4%	nt	-21	14%
-15%	nt	nt	Cc1ccc(NC(=O)CSc2nnc(Cc3csc(C)n3)o2)cc1	-4%	nt	-25%	-21%	11	-62%
-17%	nt	nt	CCOc1ccccc1C1NC(=O)c2ccccc2N1 (stereo not given)	-11%	nt	0%	nt	-1	15%
5%	-7%	-4%	Cc1cccc(C)c1N1C(=O)CN(Cc2ccccc2)C1=S	-9%	-3%	5%	21%	0	21%
-5%	1%	?	Cc1c(N=C/C=C/c2ccccc2)c(=O)n(-c2ccccc2)n1C	-7%	33%	-21%	3%	-1	114%[activator]
-4%	-7%	-8%	CC1CC(CC(=O)NC(=S)Nc2ccccc2Cl)C(=O)O1 (stereo not given)	-4%	14%	16%	-1%	14	-16%
-8%	-5%	nt	O=C(NCc1ccccc1Cl)c1cnc(N2CCCCC2)c2ccccc12	9%	-23%	-13%[60.1 µM]	nt	-37	26%
-8%	1%	-5%	Cc1cccc(CCNC(=O)CN(C)S(=O)(=O)c2cnc[nH]2)c1	-3%	14%	-11%	15%	16	77%[activator]
-23%	1%	-5%	CCC(CC)C(=O)N1CCN(c2ccccc2)CC1	-5%	28%	11%	5%	11	109%[activator]
-16%	-4%	-3%	COc1ccc(-n2nc(C)c3c(=O)c4c([nH]c32)CCCC4)cc1	-12%	19%	9%	22%	2	40%[activator]
-1%	1%	-9%	COc1ccc(C2CC(c3ccc(C)o3)=NN2C(C)=O)cc1 (stereo not given)	-9%	5%	-7%	-3%	-2	7%
-14%	-6%	?	COc1ccc(-c2nn(CC(=O)Nc3ccc(Cl)c(Cl)c3)c(=O)c3ccccc23)cc1	1%	0%	-6%	-5%	-18	16%
0%	-1%	0%	COc1ccc(/C(C)=N/NC(=O)CN(c2ccc(OC)cc2)S(=O)(=O)c2ccccc2)cc1	nt	-2%	0%	0%	12	-32%
-5%	-4%	3%	Nc1c(C(=O)N2CCCCC2)sc2nc3c(cc12)CCCC3	-1%	-26%	4%	60%	-18	52%[activator]
-20%	0%	-8%	CCc1ccccc1N1C[C@@]23C=C[C@@H](O2)C(C(=O)OCC(C)C)[C@H]3C1=O (stereo not given in full)	1%	13%	-2%	2%	-2	46%[activator]
-17%	1%	-14%	COC(=O)c1cnc(Nc2ccc(Cl)cc2)c([N+](=O)[O-])c1	-3%	?	0%	3%	-10	14%
1%	-8%	-1%	COc1ccc(C(=O)NNc2cc(C)nc(NNC(=O)c3ccc(OC)cc3)n2)cc1	2%	-1%	-2%	3%	-5	7%
-14%	-2%	-14%	CCn1c(=S)sc2c(=O)n(CC(=O)Nc3cccc(Br)c3)c(C)nc21	i	-1%	-7%	23%	-19	12%
-10%	-5%	?	O=C(CCc1nnc(CCCc2ccccc2)o1)NCCCC1CCCC1	-10%	0%	4%	15%	14	47%[activator]
-12%	1%	-11%	O=C(CSc1nnc(Cc2ccccc2)o1)Nc1ccccc1	-7%	2%	3%	23%	-12	113%[activator]
?	-5%	3%	O=C1C=C(Nc2cccc(O)c2)CC(c2ccco2)C1 (stereo not given)	-12%	?	-4%	-11%	-16	3%
-13%	nt	nt	COC(=O)c1cc2c(n(-c3ccccc3)c1=O)CCCC2=O	0%	nt	-9%	nt	nt	5%
-14%	nt	nt	CN1CCN(C(=O)c2cccc(S(=O)(=O)N3CCCC3)c2)CC1	i	nt	-17%	5%	5	39%[activator]
-6%	1%	6%	CCCc1cc(C(=O)Nc2sc3c(c2C(=O)OCC)CCCC3)no1	-5%	-27%	0%	0%	6	25%
-23%	-6%	-5%	Cc1cc(C)cc(NC(=O)c2sc3nc4n(c(=O)c3c2C)CCC4)c1	7%	1%	-13%	18%	7	29%
?	-7%	-1%	Cc1noc(C)c1S(=O)(=O)N(CC(=O)N1CCn2c1nc1ccccc12)c1ccc(C(C)C)cc1	-3%	-8%	-18%	-2%	nt	20%
-1%	-2%	2%	Cc1ccc2c(c1)N(CC(=O)N1CCCCCC1)C(=O)C(C)O2 (stereo not given)	-7%	20%	3%	37%[12.4 µM]	-2	42%[activator]

Not all compounds are listed, so the mix of outcomes need not match the whole.
